# A3A deaminase = blocks human APOBEC3A ssDNA deamination | P31941 | recombinant A3A, FAM/TAMRA ssDNA deamination fluorescence | inhibition, % at 20 µM | 0.41% of 330,000 active | AID 493011;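 active means at least 40% inhibition at 20 µM here, with at most 30% in a related deaminase screen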;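 further: plate controls were A3A with DMSO for no effect and wells lacking A3A enzyme for full effect; some results filed as inactive read as strong as hits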
# Target sequence (P31941 whole entry, looked up): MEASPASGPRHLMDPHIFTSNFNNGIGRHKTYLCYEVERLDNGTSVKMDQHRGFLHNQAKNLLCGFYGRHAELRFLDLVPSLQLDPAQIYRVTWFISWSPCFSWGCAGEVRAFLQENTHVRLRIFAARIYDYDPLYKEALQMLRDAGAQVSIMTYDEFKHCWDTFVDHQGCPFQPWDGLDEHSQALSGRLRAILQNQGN
# CXCR6 block = inhibitors of human CXCR6 receptor | CHO-K1 PathHunter CXCR6 beta-arrestin, luminescence | inhibition, % at 20 µM | 0.36% of 360,000 active | AID 602244; in the data active means inhibition above about 34%, passing the limit was not always enough;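 further: antagonist mode with CXCL16 agonist at 10 nM final; 0% = 10 nM CXCL16 with DMSO and 100% = unstimulated wells without agonist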
# Gli-Sufu antag = blocks Gli-Sufu signaling in a luciferase reporter; Sufu-KO-LIGHT fibroblasts, Gli luciferase reporter luminescence; inhibition, % at 5 µM; 0.74% of 340,000 active;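 active means inhibition above about 55%, limit read from the data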;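 further: 0% = DMSO-treated cells and 100% = wells with medium but no cells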
# MPTP block = inhibitors of mitochondrial permeability transition pore. isolated mouse mitochondria, Ca2+ swelling absorbance, 30 min. inhibition, % at 10 µM. 1.4% of 360,000 active. AID 602449;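 active means inhibition of 50% or more, scaled per plate between neutral and stimulator controls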;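 further: 0% = DMSO wells given calcium and 100% = 1 mM EGTA wells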
# CCR6 antagonist = CCR6 (human) receptor antagonism; P51684; CHO-K1 CCR6 PathHunter beta-arrestin, luminescence, CCL20-stimulated; inhibition, % at 20 µM; 0.49% of 340,000 active; AID 493098;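 active means compounds whose inhibition of the agonist-driven luminescence signal at 20 µM reaches about 50%, limit read from the data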;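 further: cells stimulated with CCL20 at 14 nM final; plate controls were DMSO with CCL20 for no effect and DMSO without agonist for full effect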
# Target sequence (P51684 whole entry, looked up): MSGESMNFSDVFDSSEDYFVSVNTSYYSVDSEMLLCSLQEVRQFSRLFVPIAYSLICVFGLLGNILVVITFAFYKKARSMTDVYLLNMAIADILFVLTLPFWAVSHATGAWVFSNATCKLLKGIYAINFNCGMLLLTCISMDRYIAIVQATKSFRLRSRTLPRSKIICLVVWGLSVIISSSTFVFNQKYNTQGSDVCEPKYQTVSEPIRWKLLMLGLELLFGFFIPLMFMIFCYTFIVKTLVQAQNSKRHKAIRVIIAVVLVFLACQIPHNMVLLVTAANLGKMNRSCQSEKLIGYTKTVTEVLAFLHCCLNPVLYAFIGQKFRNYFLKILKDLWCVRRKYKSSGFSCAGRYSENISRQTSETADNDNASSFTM
# NR3A LBD binder = modulators (binders) of human NR3A ligand-binding domain | NR3A LBD differential scanning fluorimetry, Tm shift; 0% = protein alone, 100% = glycine-bound protein | Tm shift relative to glycine control, % at 25 µM | 2.5% of 340,000 active | AID 1259313;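 active means melting temperature shift of at least 10% of the positive control shift, at one fixed dose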
# A3G deaminase = APOBEC3G (human) deaminase inhibition. Q9HC16. recombinant A3G, ssDNA deamination FAM/TAMRA fluorescence. inhibition, % at 20 µM. 0.28% of 330,000 active. AID 493012;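 active means inhibition of at least 40% at 20 µM, with no more than 30% in the related APOBEC3A deaminase screen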;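 further: plate controls were DMSO wells with A3G for no effect and wells lacking A3G enzyme for full effect; some compounds called inactive have numbers as strong as hits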
# EBI2 block = antagonists of human EBI2 receptor; 0.81% of 360,000 active; inhibition, % at 5 µM; EBI2 beta-arrestin recruitment, luminescence, 7a,25-OHC stimulated; AID 651636; in the data active means inhibition above about 38%;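 further: enzyme fragment complementation signal reports receptor beta-arrestin coupling in cells; 0% = agonist plus DMSO wells and 100% = wells without agonist; some results beyond the cut were filed as inactive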
# Target sequence (P32249 whole entry, looked up, the tested form may be a part): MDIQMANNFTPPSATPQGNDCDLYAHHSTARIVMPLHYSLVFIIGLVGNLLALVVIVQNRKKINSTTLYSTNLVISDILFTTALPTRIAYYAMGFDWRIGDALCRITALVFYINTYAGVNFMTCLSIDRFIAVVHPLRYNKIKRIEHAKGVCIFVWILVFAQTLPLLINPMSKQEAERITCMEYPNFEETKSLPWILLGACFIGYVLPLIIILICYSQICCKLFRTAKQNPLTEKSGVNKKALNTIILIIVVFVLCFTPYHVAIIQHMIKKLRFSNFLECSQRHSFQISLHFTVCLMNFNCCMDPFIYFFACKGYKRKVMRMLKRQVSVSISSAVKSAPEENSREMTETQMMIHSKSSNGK
# Numbers without * were called inactive; . = no result given.
Compound	A3A deaminase	CXCR6 block	Gli-Sufu antag	MPTP block	CCR6 antagonist	NR3A LBD binder	A3G deaminase	EBI2 block
COc1ccccc1NC(=O)c1ccc(NC(=O)COC(=O)c2cncc(Br)c2)cc1	-3	-1	0	-0.2	-1	2	-10	2
O=C(CN1CCOCC1)N1c2ccccc2Sc2ccccc21	-2	-1	0	-0.5	19	2	-9	-6
Cc1cc(NC(=O)CCC(=O)N(CC(=O)NC2CCCC2)c2cccc(C)c2C)no1	-1	3	1	-0.1	2	1	-6	-16
O=C(CCCc1c[nH]c2ccccc12)NCc1ccccc1F	-5	9	18	-0.6	18	2	-9	5
COC(=O)c1ccc(SC)cn1	-2	11	-1	0.1	-6	-3	-6	0
O=S(=O)(Nc1ccc(S(=O)(=O)N2CCCCC2)cc1)c1ccc(Br)s1	-1	-2	3	3.3	-25	1	8	-14
Cc1cc(NC(=O)C2CCCCC2)nc2c1c(=O)oc1ccccc12	0	3	-15	-1.8	-4	7	0	-37
CCO[C@H]1OC(C(=O)N2CCN(Cc3ccc4c(c3)OCO4)CC2)=C[C@@H](c2ccc3c(c2)OCO3)[C@@H]1CCCO	1	-1	15	0.9	15	0	-7	16
O=C(NCc1cccnc1)C(C(=O)c1ccc(F)cc1)n1ccccc1=O (stereo not given)	-4	-6	5	-0.9	-9	-2	-7	-1
CC(C)(C)C(=O)[C@@H]1[C@@H]2C(=O)N(c3ccc4c(c3)OCCO4)C(=O)[C@@H]2C2c3ccccc3C=CN21 (stereo not given in full)	-3	2	2	3.9	12	-13	-3	7

# A run of entries taken from the entries so far, for reference:
Compound	A3A deaminase	CXCR6 block	Gli-Sufu antag	MPTP block	CCR6 antagonist	NR3A LBD binder	A3G deaminase	EBI2 block
COc1ccccc1NC(=O)c1ccc(NC(=O)COC(=O)c2cncc(Br)c2)cc1	-3	-1	0	-0.2	-1	2	-10	2
O=C(CN1CCOCC1)N1c2ccccc2Sc2ccccc21	-2	-1	0	-0.5	19	2	-9	-6
Cc1cc(NC(=O)CCC(=O)N(CC(=O)NC2CCCC2)c2cccc(C)c2C)no1	-1	3	1	-0.1	2	1	-6	-16
O=C(CCCc1c[nH]c2ccccc12)NCc1ccccc1F	-5	9	18	-0.6	18	2	-9	5
COC(=O)c1ccc(SC)cn1	-2	11	-1	0.1	-6	-3	-6	0
O=S(=O)(Nc1ccc(S(=O)(=O)N2CCCCC2)cc1)c1ccc(Br)s1	-1	-2	3	3.3	-25	1	8	-14
Cc1cc(NC(=O)C2CCCCC2)nc2c1c(=O)oc1ccccc12	0	3	-15	-1.8	-4	7	0	-37

# (cont.)
Compound	A3A deaminase	CXCR6 block	Gli-Sufu antag	MPTP block	CCR6 antagonist	NR3A LBD binder	A3G deaminase	EBI2 block
COCC(=O)Nc1cccc(-c2ccc3nncn3n2)c1	-6	-5	-51	1.2	13	1	-4	-5
CNC(=O)COc1ccc(Cl)c2cccnc12	5	-5	1	-2.0	-5	-1	3	-10
O=C(CSc1nc2c(sc3ccccc32)c(=O)n1CCO)NCC1CCCO1 (stereo not given)	-3	1	6	-0.7	-1	-1	-6	14
COc1ccc(-c2cc(-c3ccccc3)c(C#N)c(S(C)(=O)=O)n2)cc1	-3	3	-7	-2.0	-4	0	-4	66*
CC(C)CCNC(=O)CSc1nnc(-c2ccc(S(=O)(=O)N3CCCC3)cc2)n1C	-2	-2	-1	-0.2	5	-1	-2	-3
Cc1ccc(NC(=O)c2ccc(CNc3c(N4CCOCC4)c(=O)c3=O)cc2)cc1	-2	-6	9	-0.2	-1	-1	-9	-6
CC1(C)NC(=O)N(CCCOc2ccc3c(c2)CCC3)C1=O	-5	-5	-22	-3.4	1	1	-6	-9
O=C(CN1C(=O)NC2(CCCC2)C1=O)NNC(=O)c1ccc(Cl)cc1	1	-1	-2	-0.6	9	5	-4	-2
CCCC(=O)NC(=S)Nc1ccc(NC(=O)C(C)C)c(OC)c1	-3	-5	-9	0.3	16	-1	-2	-4
N#C/C(=C\c1cccc(NC(=O)c2ccccc2Cl)c1)C(=O)NCCc1ccccc1	0	3	-1	2.9	-16	1	-8	27

# (cont.)
Compound	A3A deaminase	CXCR6 block	Gli-Sufu antag	MPTP block	CCR6 antagonist	NR3A LBD binder	A3G deaminase	EBI2 block
N#C/C(=C(\O)Cc1ccccc1)c1nc2ccccc2[nH]1	1	8	9	-0.1	17	-2	-13	-1
Cc1cc(C)n(CC(O)COc2ccc(Cl)cc2Cl)n1 (stereo not given)	-4	-2	-13	-0.4	3	3	-6	7
COc1ccc(-c2c[n+]3c4n2CCCCC4=C(c2ccc(Br)cc2)C3)cc1	.	14	15	56*	21	-3	.	11
Cc1cc(Cl)ccc1NC(=S)Nc1ccccn1	.	-5	-44	1.8	-21	-7	.	10
Cc1noc(C)c1C(=O)OCC(=O)Nc1ncc(C(F)(F)F)cc1Cl	1	-5	0	-2.2	10	1	0	8
COc1ccc2c(c1OC)C(=O)OC2N1C(=O)CC[C@H]1C(=O)Nc1ccc(F)cc1F (stereo not given in full)	-6	5	-2	-1.0	-2	-3	-8	-3
C[C@H](CO)N1C[C@H](C)[C@@H](CN(C)Cc2ccccc2)Oc2c(NC(=O)C3CC3)cccc2C1=O	-5	10	3	1.6	17	-2	-9	8
Cc1cccc(NC(=S)NCC(c2cccnc2)N2CCOCC2)c1C (stereo not given)	-4	6	2	0.8	0	5	-3	-10
COc1ccc(NS(=O)(=O)c2ccc(C(=O)N3CCN(c4ccc(F)cc4)CC3)cc2)cc1	-2	0	14	1.1	13	-4	-6	18
CCOC(=O)c1sc(NC(=O)C2CCCCC2)nc1C	-4	6	-6	3.9	6	0	-1	6

# Continued:
Compound	A3A deaminase	CXCR6 block	Gli-Sufu antag	MPTP block	CCR6 antagonist	NR3A LBD binder	A3G deaminase	EBI2 block
S=c1[nH]ccn1-c1c(Cl)cccc1Cl	-3	6	-12	-0.3	-13	.	-6	3
COc1ccc(NC(=O)C23CC4CC(C2)CC(c2ccc(C)cc2)(C4)C3)cc1	1	-9	31	60*	11	-16	2	17
COc1ccc(NC(=O)OCCn2c([N+](=O)[O-])cnc2C)cc1	2	4	-2	1.4	7	0	-3	1
CCOc1cc(/C=C/C(=O)c2ccc3c(c2)OCCO3)ccc1OCC(=O)N(C)C	-1	5	15	0.6	27	0	-7	-19
CC1CCN(c2c([N+](=O)[O-])c(=O)oc3ccccc23)CC1	1	6	1	5.2	-4	-1	-3	-5
c1ccc(-c2nnc(-c3ccccc3)nn2)cc1	-2	22	-71	-0.1	22	-4	-2	14
COc1ccc(/C(N)=N/OC(=O)C2CCC(=O)N2S(=O)(=O)c2ccc(C)cc2)cc1 (stereo not given)	-2	-4	-6	-1.2	-11	0	-1	-10
CCOC(=O)C1CCN(c2c(N3CCCCCC3)c(=O)c2=O)CC1	-5	-3	-2	-2.2	0	1	-9	-7
Cc1noc(C)c1CN1C(=O)c2ccccc2C1=O	0	2	1	-1.1	7	1	2	5
CCN(CC(=O)NCc1ccc(Cl)cc1)C(=O)CNS(=O)(=O)c1ccc(NC(C)=O)cc1	-3	5	21	2.2	0	3	-1	-9

# The results go on.
Compound	A3A deaminase	CXCR6 block	Gli-Sufu antag	MPTP block	CCR6 antagonist	NR3A LBD binder	A3G deaminase	EBI2 block
O=C(Nc1ncccc1O)c1ccc(Oc2ccccc2)cc1	-7	-5	-25	-1.0	-7	0	-6	-3
Cc1cc(NC(=O)CSCC(=O)Nc2nc3ccccc3s2)no1	-2	-5	-1	-0.8	0	1	-7	2
Cc1ccc(NS(=O)(=O)c2cccc([N+](=O)[O-])c2)nc1	0	-14	-6	-2.3	-11	-2	-5	-4
Cc1nc(-c2ccccc2)sc1-c1nnc(C2CC2)o1	0	7	-50	1.4	3	-2	-4	4
COc1cccc(C(=O)NCc2ccc3c(c2)cc(C)n3C)c1	2	6	-3	3.0	1	-2	2	4
CCSc1nc(-c2ccccc2)nc(C(Cl)Cl)n1	2	16	15	11	28	2	-2	28
CCn1c(-c2cccnc2Cl)nc2cc(Cl)c(Cl)cc21	10	-4	9	2.6	10	-4	-5	0
COCCNc1nnc(SCC(=O)c2ccc3c(c2)OCO3)s1	-3	-2	-1	-0.7	10	2	-5	-1
CCN(CC)S(=O)(=O)c1cccc(C(=O)NCCc2ccccc2)c1	12	-4	-37	-0.8	1	3	6	-8
O=C(CN1CCN(S(=O)(=O)c2ccc(Br)cc2)CC1)N/N=C/c1cccs1	1	1	0	0.9	11	-2	-3	41

# The listing continues.
Compound	A3A deaminase	CXCR6 block	Gli-Sufu antag	MPTP block	CCR6 antagonist	NR3A LBD binder	A3G deaminase	EBI2 block
Cc1cc(C)cc(NC(=O)[C@H](Cc2c[nH]c3ccccc23)NC(=O)[C@@H]2Cc3ccccc3CN2)c1	-3	4	-25	11	-1	2	-7	11
O=C(NNS(=O)(=O)c1ccccc1Cl)c1nn(-c2ccc(F)cc2)ccc1=O	2	-12	6	0.6	6	-1	2	0
CCc1ccc(-c2cc(C)no2)cc1S(=O)(=O)Nc1cccc(CN2CCCC2)c1	1	7	17	-1.2	3	0	1	-15
Cc1nc(NS(=O)(=O)c2ccccc2)sc1C(C)(C)C	-2	0	4	1.0	-12	-8	-4	-5
CCn1c(=O)n(CC(=O)Nc2cccc(OC)c2)c(=O)c2ccccc21	-2	-2	14	0.7	-10	-1	-6	-4
COC1=CC(=O)C(OC)=C(OC)C1=O	.	-10	6	0.2	10	-2	.	-15
Clc1ccc(CSc2ncnc3nc[nH]c23)cc1	-2	-12	-13	5.0	0	-3	-5	-6
COc1ccc(OC)c(S(=O)(=O)NC2CCSc3ccccc32)c1 (stereo not given)	0	8	3	-0.5	11	-1	-3	-5
CCn1ncc(Br)c1C(=O)Nc1ccc(F)c([N+](=O)[O-])c1	3	-9	3	0.5	-6	1	0	-15
Cc1c(NC(=O)CSc2ccc(Cl)cc2)cccc1-c1nc2cc(Cl)ccc2o1	-3	2	-72	14	9	18*	-6	15

# Arranged by formula weight (largest number first): 3 of the compounds above
Compound	A3A deaminase	CXCR6 block	Gli-Sufu antag	MPTP block	CCR6 antagonist	NR3A LBD binder	A3G deaminase	EBI2 block
CCn1c(=O)n(CC(=O)Nc2cccc(OC)c2)c(=O)c2ccccc21	-2	-2	14	0.7	-10	-1	-6	-4
Cc1nc(NS(=O)(=O)c2ccccc2)sc1C(C)(C)C	-2	0	4	1.0	-12	-8	-4	-5
COC1=CC(=O)C(OC)=C(OC)C1=O	.	-10	6	0.2	10	-2	.	-15

# Next compounds follow.
Compound	A3A deaminase	CXCR6 block	Gli-Sufu antag	MPTP block	CCR6 antagonist	NR3A LBD binder	A3G deaminase	EBI2 block
C=CCNC(=S)Nc1ccc(Cl)c(S(=O)(=O)N2CCOCC2)c1	-5	-3	-1	0.3	0	-1	-9	4
CCOC(=O)Nc1ccc2c(c1)nc(CN1CCCCC1)n2C	3	4	.	-2.1	.	.	0	-8
CC(=O)Nc1ccc(OC(=O)c2cc([N+](=O)[O-])ccc2Cl)cc1	-6	-5	20	-2.4	3	2	-9	-12
Fc1ccc(CSc2nc3ccccc3[nH]2)cc1	3	-7	-49	9.0	-6	-2	-1	-2
CCc1ccccc1NC(=O)CN1CCC(NC(=O)COC)CC1	-1	-9	7	-2.4	-3	1	-5	-10
COc1ccccc1C(=O)Nc1ccnn1C1CCN(C(=O)c2cnsn2)CC1	-1	-3	1	1.3	1	4	-4	1
Cc1cccc(C(=O)NNC(=O)c2csc(N3CCOCC3)n2)c1C	-4	10	-16	-2.7	3	0	-9	5
COc1ccc(OC)c(S(=O)(=O)Nc2ccc(Oc3ccccc3)cc2)c1	2	-8	13	21	13	-5	-2	6
Cc1cccn2c(=O)c3cc(C#N)c(=O)n(CCCN4CCOCC4)c3nc12	4	-3	4	-1.1	8	0	2	-3
O=C(COC(=O)/C=C/c1ccc([N+](=O)[O-])cc1)Nc1ccc(F)cc1	1	-30	-7	-1.3	2	-1	-3	-22

# Rows were taken by chance. About 5.8% of those tested had a hit in this group.
